Bioassay records (PubChem BioAssay)
GC-B act = human GC-B receptor activators, primary screen, HEK293 GC-B cells, cGMP TR-FRET, EC30 CNP; Atrial natriuretic peptide receptor 2 (Homo sapiens), P20594; 0% at EC30 CNP, 100% saturating CNP; activation, % at 10 µM; 370,000 compounds, 0.11% hits; AID 1920062, 2024;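 active = activation at 10 µM reaching about 35% in either raw or pattern-adjusted values, limit read from the data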
TCR CD3 inh = inhibitors of human TCR-CD3 interaction, primary screen, biochemical, fluorescence, TAMRA-labeled TCR probe. T-cell receptor (TCR). inhibition, % at 9.4 µM. 360,000 compounds, 0.37% hits. AID 651800, 2012; in the data active = inhibition above about 19%;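 also: recombinant mutant TCR 2C K166C tagged with TAMRA read by polarization; 0% = receptor in buffer alone and 100% = receptor with positive control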
SIAE primary = human SIAE inhibitors, primary screen, biochemical, fluorescence polarization, FP-Rh probe, 1536-well HTS. SIAE FP-Rh probe binding. inhibition, % at 9.66 µM. 370,000 compounds, 0.69% hits. AID 1053197, 2014;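 active = inhibition above a cutoff: mean of compounds within the control limits plus 3 SD of those, cut at about 17% in these data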;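 also: 0% = plate median of compound wells and 100% = probe without SIAE protein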
LEDGF integ inh = blockers of LEDGF/p75-dependent integrase strand transfer – biochemical, TR-FRET, high throughput, primary screen | TR-FRET IN-LEDGF/p75 DNA integration, Eu/Cy5 | 370,000 compounds, 0.64% hits | HIV-1 integrase (with human LEDGF/p75) | inhibition, % at 3.7 µM;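 active = inhibition above the screen-wide mean plus 3 SD, cut at about 13% in these data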;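 also: signal is the Cy5 over europium emission ratio at 671 and 618 nm; 0% = plate median of compound wells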
HTRA1 inh = HTRA1 serine protease inhibitors, primary screen, biochemical, fluorescence polarization, HTS | Q92743 | recombinant HTRA1, FP-rhodamine activity-based probe | inhibition, % at 5.96 µM | 340,000 compounds, 0.5% hits | AID 504803, 2011; in the data active = inhibition above about 36%;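 also: 0% = enzyme with DMSO and 100% = wells lacking enzyme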
TDP2 inh = human TDP2 enzyme inhibitors, primary screen, biochemical, epi absorbance, recombinant enzyme; Tyrosyl-DNA phosphodiesterase 2 (Homo sapiens), O95551; T5PNP hydrolysis, p-nitrophenol absorbance 415 nm; inhibition, % at 12.8 µM; 370,000 compounds, 0.34% hits;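 active = inhibition above the mean of all tested compounds plus 3 SD, set per campaign, cut at about 25% in these data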;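 also: 0% = DMSO with enzyme and 100% = buffer with substrate but no TDP2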
Target sequence (O95551 whole entry, looked up): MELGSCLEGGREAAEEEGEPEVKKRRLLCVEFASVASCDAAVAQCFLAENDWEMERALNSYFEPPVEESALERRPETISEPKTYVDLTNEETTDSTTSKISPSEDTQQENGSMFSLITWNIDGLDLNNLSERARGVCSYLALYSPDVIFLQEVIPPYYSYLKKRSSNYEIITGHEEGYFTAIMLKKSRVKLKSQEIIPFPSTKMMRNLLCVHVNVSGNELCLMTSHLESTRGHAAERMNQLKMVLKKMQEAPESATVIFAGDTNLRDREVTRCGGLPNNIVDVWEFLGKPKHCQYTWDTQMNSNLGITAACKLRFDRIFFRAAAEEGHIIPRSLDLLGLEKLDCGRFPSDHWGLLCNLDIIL
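Assay system: recombinant human TDP2 / Reagent: T5PNP substrate at 5 mM, a TopII-DNA adduct mimic / Measured by: epi absorbance from released p-nitrophenol / Evaluation: % inhibition relative to enzyme-containing and enzyme-free wells / Control set: enzyme-free and DMSO wells / Replicates: each compound tested once, singlicate / Schedule: enzyme reaction with compound for 2 h at 37 °C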
rCAG binder = binders of r(CAG) RNA repeats, primary screen, biochemical, fluorescence; r(CAG) RNA repeat, TO-PRO-1 dye displacement fluorescence; 370,000 compounds, 1.3% hits; inhibition, % at 3 µM;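 active = inhibition above the plate cutoff, the mean of all test compounds on that plate plus 3 SD, cut at about 35% in these data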;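 also: 0% = DMSO alone and 100% = 100 µM mitoxantrone as full dye displacement; higher means more dye released from RNA so lower well fluorescence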
MBD2 DNA inh = inhibitors of MBD2 binding to methylated DNA, primary screen, biochemical, TR-FRET, DNA-binding domain, human; AID 686964, 2013; 370,000 compounds, 0.31% hits; MBD2 binding to methylated oligonucleotide; inhibition, % at 4.4 µM; in the data active = inhibition above about 13%
mABHD4 FP = ABHD4 inhibitors, primary screen, biochemical, fluorescence polarization, mouse; purified mABHD4, FP-Rh probe fluorescence polarization; AID 720543, 2013; inhibition, % at 8.92 µM; 370,000 compounds, 0.54% hits;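 active = inhibition exceeding the mean over every tested compound plus 3 SD, cut at about 30% in these data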;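 also: 0% = plate median of compound wells and 100% = S159A mutant with DMSO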
Target sequence (Q8VD66 whole entry, looked up): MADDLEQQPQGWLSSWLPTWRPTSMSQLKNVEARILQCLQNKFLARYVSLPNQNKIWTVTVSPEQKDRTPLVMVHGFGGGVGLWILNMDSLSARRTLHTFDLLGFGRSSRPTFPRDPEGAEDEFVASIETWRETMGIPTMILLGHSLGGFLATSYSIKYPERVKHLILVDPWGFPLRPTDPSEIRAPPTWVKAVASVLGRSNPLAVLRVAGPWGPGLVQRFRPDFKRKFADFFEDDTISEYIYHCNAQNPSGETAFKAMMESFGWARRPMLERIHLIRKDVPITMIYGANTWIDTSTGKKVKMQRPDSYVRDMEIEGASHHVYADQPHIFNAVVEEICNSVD
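Material: mouse ABHD4 enzyme, wild type; Benchmarks: S159A mutant high control, sample median low control; Buffer or medium: HEPES pH 7.0, NaCl, Pluronic buffer; Signal: fluorescence polarization; Read-out: percent inhibition of probe binding, normalized to plate controls; Timing: pre-incubation 45 min, probe exposure 60 min, at 25 °C; Dosing: 8.92 µM, single dose.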
PRMT1 FP inh = PRMT1 methyltransferase inhibitors, primary screen, biochemical, fluorescence polarization; Protein arginine N-methyltransferase 1 (Homo sapiens), Q99873; recombinant PRMT1, activity-based probe fluorescence polarization; inhibition, % at 2.79 µM; 370,000 compounds, 1.3% hits; AID 652257, 2013;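 active = inhibition above about 21% made by adding two undisclosed values, limit read from the data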
Target sequence (Q99873 whole entry, looked up): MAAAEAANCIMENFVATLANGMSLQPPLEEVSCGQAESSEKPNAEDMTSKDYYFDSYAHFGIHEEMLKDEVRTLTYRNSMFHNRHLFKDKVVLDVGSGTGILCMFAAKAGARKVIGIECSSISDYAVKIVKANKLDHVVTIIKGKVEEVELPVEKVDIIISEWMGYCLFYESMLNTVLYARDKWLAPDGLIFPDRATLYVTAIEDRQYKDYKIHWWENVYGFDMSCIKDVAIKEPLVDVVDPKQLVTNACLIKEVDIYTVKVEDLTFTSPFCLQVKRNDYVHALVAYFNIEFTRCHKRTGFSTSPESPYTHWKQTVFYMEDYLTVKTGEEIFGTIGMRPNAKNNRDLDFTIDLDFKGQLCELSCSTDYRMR
* = called active by the depositor; nt = no result given. Only part of the results is shown; count on the stated rates, not on these rows.

Preview:
Order of values: GC-B act	TCR CD3 inh	SIAE primary	LEDGF integ inh	HTRA1 inh	TDP2 inh	rCAG binder	MBD2 DNA inh	mABHD4 FP	PRMT1 FP inh
> Cc1ccc(-c2noc(CCC(=O)NC3CCCC3)n2)cc1
→ -0.2	0.3	-3.4	2.2	-6.0	-2.0	-6.1	1.8	-0.2	-3.3
> O=C(N/N=C\c1ccc(CNS(=O)(=O)c2ccccc2)o1)C(=O)Nc1ccc(F)cc1
→ -5.0	-5.7	-19.1	0.0	-4.1	4.3	-0.6	0.9	5.1	-4.3

The listing, from the first entry:
Order of values: GC-B act	TCR CD3 inh	SIAE primary	LEDGF integ inh	HTRA1 inh	TDP2 inh	rCAG binder	MBD2 DNA inh	mABHD4 FP	PRMT1 FP inh
> Cc1ccc(-c2noc(CCC(=O)NC3CCCC3)n2)cc1
→ -0.2	0.3	-3.4	2.2	-6.0	-2.0	-6.1	1.8	-0.2	-3.3
> O=C(N/N=C\c1ccc(CNS(=O)(=O)c2ccccc2)o1)C(=O)Nc1ccc(F)cc1
→ -5.0	-5.7	-19.1	0.0	-4.1	4.3	-0.6	0.9	5.1	-4.3
> O=C(NCCOc1ccccc1)C1CCC(=O)N(CCc2ccccn2)C1 (stereo unspecified)
→ -0.5	1.4	-3.4	-1.4	2.2	17.1	-1.9	-3.6	0.4	-3.1
> CSCC[C@H](NC(=O)c1ccc(Cl)c([N+](=O)[O-])c1)c1nc2ccccc2[nH]1
→ -10.4	-0.2	-1.6	2.6	-16.7	-15.5	3.8	0.3	-9.5	-1.1
> CC(/C=N/NC(=O)c1ccc2nc(C)[nH]c2c1)=C\c1ccccc1
→ -2.3	0.1	-2.9	-2.7	1.2	-0.1	1.1	1.9	2.3	0.8
> COC(=O)c1ccc(NS(=O)(=O)c2cc(C)ccc2OC)cc1
→ -8.3	4.2	5.5	-3.4	7.3	3.5	0.6	3.5	-2.2	1.6
> COC(=O)C1=C(C)N(Cc2ccc(C(F)(F)F)cc2)C(=NCc2ccc(OC)cc2)NC1c1ccccc1 (stereo unspecified)
→ -7.4	-0.9	8.7	5.1	nt	-7.0	9.2	6.2	28.3	-3.7
> CCOc1ccc(NC(=O)CN(C)C(=O)c2c(C)nn(-c3ccccc3)c2Cl)cc1OCC
→ 0.1	-0.9	18.8*	-3.6	-0.2	9.5	-7.2	3.5	3.4	-0.9
> Cc1ccccc1C(=O)NC1CCN(CC(=O)NCc2cccs2)CC1
→ -6.3	2.9	-3.4	-0.6	8.0	-5.0	-4.5	0.8	-0.5	-0.5
> COc1ccccc1C(=O)NCC(=O)OCC(=O)N(CC(C)C)c1c(N)n(Cc2ccccc2)c(=O)[nH]c1=O
→ 5.6	-10.6	0.7	1.5	-5.7	-1.9	-2.9	-1.7	-0.8	-0.7
> CN(C)/C=C1\SC(=S)N(c2ccc(F)cc2)C1=O
→ 4.5	-31.9	-40.9	0.7	2.6	-0.4	9.7	-6.7	-7.4	-1.0
> O=C(Oc1cccc2c(O)cccc12)c1ccccc1Cl
→ 4.0	0.8	6.5	0.4	-6.1	1.9	13.1	-4.8	-0.8	3.6
> CCN1CCN(S(=O)(=O)c2ccc(C)c([N+](=O)[O-])c2)CC1
→ -1.8	-2.0	0.0	-1.2	5.6	2.0	-5.0	3.5	0.7	-1.3
> Cc1cc(NC(=O)Nc2ccccc2Cl)no1
→ -2.0	-2.2	0.2	-3.2	3.6	3.8	-1.3	4.8	3.2	2.4
> CCC(CC)NC(=O)CON=C1c2ccccc2-c2ccccc21
→ 5.0	-2.3	-1.4	-3.0	-14.6	-12.3	-4.3	0.3	0.9	3.0
> O=c1cc(-c2ccc(Cl)c(Cl)c2)[nH][nH]1
→ -8.4	-4.3	5.2	14.8*	-2.7	57.0*	25.9	-6.7	16.8	3.6
> CCN(Cc1ccccc1)C(=O)CSc1ccccc1C(=O)O
→ 1.6	3.6	1.8	-1.0	-3.7	3.1	-0.8	-5.8	0.9	-2.0
> CCOC(=O)[C@]12CCCC=C1N(Cc1ccc(Cl)cc1Cl)C(=O)[C@H](CC(=O)NCc1cccc(C(F)(F)F)c1)C2
→ 0.5	-1.6	-3.5	0.2	nt	-9.8	2.2	3.1	-8.0	-0.9
> O=C(Nc1nnc(SCc2ccccc2F)s1)c1ccco1
→ 3.3	-3.9	-0.3	3.2	3.6	2.1	3.8	1.3	-1.0	2.3
> Cc1ccc(-c2cc(C(=O)NCCc3ccc(S(N)(=O)=O)cc3)c3ccccc3n2)cc1
→ -1.3	3.3	-30.1	0.2	-20.4	12.3	13.4	-1.4	-7.5	-0.8
> CCOC(=O)N1CCN(C(=O)c2cccc(S(=O)(=O)Nc3ccccc3Cl)c2)CC1
→ -2.1	8.6	2.0	2.5	8.4	6.7	15.0	-7.8	-3.6	-2.4
> C#CCN(Cc1ccco1)C(=O)c1nnc2c3ccccc3n(S(=O)(=O)c3ccc(C)cc3)c2n1
→ 8.6	7.1	-12.6	3.7	nt	-7.6	16.3	-4.1	4.2	2.6
> Cc1c(C(=O)NCc2ccc3c(c2)OCCO3)sc(=O)n1Cc1cccc(C(F)(F)F)c1
→ -7.5	1.2	-10.2	1.7	nt	-0.8	0.1	-1.3	-8.3	-2.2
> CCOc1ccc(NC(=S)NC(=O)/C=C/c2ccco2)cc1
→ 3.4	-1.1	7.9	4.0	-8.4	2.6	10.0	0.2	0.9	6.3
> CC1=CC(C)(C)Nc2ccc(OC(=O)c3ccco3)cc21
→ -2.1	-0.7	-2.0	-3.5	4.0	-8.2	-0.8	5.4	4.6	9.2
> CCOC(=O)c1cc(-c2ccccc2)n(CC(=O)Nc2ccc(OC)c(OC)c2)c1C
→ 0.0	1.1	2.3	0.4	-5.0	0.1	8.8	3.6	-6.5	-1.8
> Cc1c(Cl)cccc1NC(=O)CNC(=O)C1CCN(C(=O)Nc2ccccc2)CC1
→ 3.6	7.3	5.4	7.5	4.6	3.0	4.1	-6.6	-1.4	-4.0
> Cc1ccccc1CN1CCN(S(C)(=O)=O)CC1
→ 6.3	4.0	13.6	-1.0	6.5	-0.6	-1.3	-0.5	0.0	0.0
> N#CC1=C2C=Cc3ccccc3N2CCCC1=O
→ -1.4	0.2	-2.4	7.1	3.6	-19.6	7.2	-11.3	-13.8	-2.8
> COc1ccc(NC(=O)NNC(=O)c2ccc3ccccc3c2O)cc1OC
→ 1.0	50.9*	16.5	-4.5	-0.6	-11.5	15.4	-5.3	8.7	1.7
> Cn1c(N)c(C(=O)COC(=O)CNC(=O)c2ccccc2)c(=O)n(C)c1=O
→ -3.5	4.5	-6.3	0.7	-2.6	3.0	-2.1	-0.4	-0.6	0.8
> O=C(Cn1ccc([N+](=O)[O-])n1)NCc1cccs1
→ -1.4	-1.7	7.9	4.0	-2.2	-0.3	1.4	0.9	-4.7	-0.2
> CCC(Oc1ccccc1)C(=O)Nc1ccc(S(=O)(=O)N2CCOCC2)cc1 (stereo unspecified)
→ 2.4	0.7	7.1	0.4	-1.7	-1.0	-1.2	0.4	2.5	-1.2
> Cc1nn(CCO)c(C)c1Oc1ccccc1O
→ 1.6	2.6	1.2	-1.1	2.9	1.0	1.2	2.7	0.9	1.8
> Cc1ccccc1NC(=O)/C(C#N)=C/c1ccc[nH]1
→ -1.7	0.1	5.5	-0.8	-9.0	-15.5	1.3	-7.5	-2.5	-0.1
> Cc1onc(-c2ccccc2Cl)c1C(=O)N1CCCCCC1
→ -0.8	1.5	-1.4	-0.9	5.4	3.1	-1.4	-2.3	9.0	-0.4
> CC1(C)Cc2c(C#N)c(NCc3ccco3)nc(-c3ccco3)c2CO1
→ 0.5	4.5	5.1	2.9	-5.0	-8.3	8.0	-8.1	10.9	14.7
> COc1ccc(C(=O)COc2ccc3ccc(=O)oc3c2)cc1
→ 0.8	1.9	-6.2	-4.6	-2.5	-3.1	-1.3	0.5	-5.4	2.2
> CCN1C(=O)c2cccc3c(NC(=O)c4ccc(S(=O)(=O)N5CCOCC5)cc4)ccc1c23
→ 12.3	-8.7	-8.7	-1.4	-5.1	-5.9	3.6	-4.8	-4.5	0.5
> COc1ccccc1CCCNC(=O)C1CCC(=O)N(Cc2ccccc2F)C1 (stereo unspecified)
→ 1.3	1.2	-1.5	-2.9	-6.9	5.7	-8.2	6.4	0.9	1.2
> CC1=C(C(=O)OCC2CCCO2)C(c2ccc(C)cc2)C2=C(CCCC2=O)N1 (stereo unspecified)
→ 0.8	3.6	3.9	5.1	3.7	-2.1	-8.3	3.0	0.7	-1.9
> CCN1C(=O)CC(NNC(=O)c2ccc(Cl)cc2)C1=O (stereo unspecified)
→ 7.8	3.9	-3.6	4.1	-3.3	-10.5	0.2	-4.6	-1.7	0.6
> CC(=O)c1ccc(OCc2cc(C(=O)N3CCC(c4ccncc4)CC3)no2)cc1
→ -0.5	10.3	0.6	1.5	2.6	-6.4	-5.4	-1.3	3.4	-0.7
> O=C(N/N=C/c1ccc(Br)s1)c1cccnc1
→ 1.8	4.4	5.2	-3.8	4.5	3.6	1.2	0.4	1.2	-1.8
> CC[C@@H](C)[C@@H]1CN([C@@H](CN2CCC[C@H]2CN2C(N)=NC[C@H]2CC(C)C)C(C)C)C(=N)N1CCCC1CCCC1
→ 3.7	3.2	5.3	-3.7	2.8	-3.1	9.5	-1.1	24.2	-2.2
> C/C(CC(=O)Nc1cccc2c1CCCC2)=N\NC=O
→ -3.4	-1.6	2.2	-0.1	-3.8	-2.8	2.1	-2.9	-2.7	2.9
> O=C(COC(=O)Cc1c[nH]c2ccccc12)NC1CCCCC1
→ 4.2	-0.8	10.7	1.2	1.5	1.4	-7.7	1.2	0.3	-1.3
> O=c1c2sc3nc(N4CCOCC4)c4c(c3c2ncn1-c1ccccc1)CCCC4
→ 16.4	0.1	-19.7	-2.3	-33.5	-14.6	7.7	-0.7	-2.9	6.2
> COc1ccc(S(=O)(=O)Nc2ccc(O)c(Sc3ncn[nH]3)c2)cc1
→ 2.6	-5.7	1.8	-2.7	2.4	3.8	0.9	1.6	7.2	5.6
> O=C(CCl)NN1C(=O)NC(c2ccccc2)(c2ccccc2)C1=O
→ 0.4	2.4	1.9	1.2	3.7	0.4	-0.9	0.4	-4.2	-1.8
> N#Cc1ccc(S(=O)(=O)N2CCCc3nc(-c4ccccc4)ccc32)cc1
→ 1.7	-0.9	-2.9	-1.0	nt	11.6	3.0	-6.5	-1.4	-0.8
> O=C(O)CCCCCCCCCC(=O)c1cccs1
→ -8.4	-1.1	10.6	3.0	-3.4	-10.9	2.8	-3.7	6.1	1.2
> O=C(NC1CCCCCCC1)c1ccc(F)c(S(=O)(=O)N2CCOCC2)c1
→ -1.1	-1.6	5.1	5.8	0.3	-9.4	-0.7	-7.0	5.2	-6.5
